# RAD54 inh = blocks human RAD54 Holliday junction branch migration; Q92698; FAM/BHQ fluorescence; inhibition, % at 10.4 µM; 360,000 compounds, 0.14% hits; AID 602329;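 active means mean normalized replicate activity at least 40 and at least half of replicates scoring 40 or more; inconclusive means only one of the two criteria met; inactive means mean below 40 and under half of replicates reaching 40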;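 further: 0% = median of neutral control wells and 100% = median of positive control wells; inhibitors cause a drop in the FAM fluorescence signal; in these data hits start at about 50%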
# Target sequence (Q92698 whole entry, looked up): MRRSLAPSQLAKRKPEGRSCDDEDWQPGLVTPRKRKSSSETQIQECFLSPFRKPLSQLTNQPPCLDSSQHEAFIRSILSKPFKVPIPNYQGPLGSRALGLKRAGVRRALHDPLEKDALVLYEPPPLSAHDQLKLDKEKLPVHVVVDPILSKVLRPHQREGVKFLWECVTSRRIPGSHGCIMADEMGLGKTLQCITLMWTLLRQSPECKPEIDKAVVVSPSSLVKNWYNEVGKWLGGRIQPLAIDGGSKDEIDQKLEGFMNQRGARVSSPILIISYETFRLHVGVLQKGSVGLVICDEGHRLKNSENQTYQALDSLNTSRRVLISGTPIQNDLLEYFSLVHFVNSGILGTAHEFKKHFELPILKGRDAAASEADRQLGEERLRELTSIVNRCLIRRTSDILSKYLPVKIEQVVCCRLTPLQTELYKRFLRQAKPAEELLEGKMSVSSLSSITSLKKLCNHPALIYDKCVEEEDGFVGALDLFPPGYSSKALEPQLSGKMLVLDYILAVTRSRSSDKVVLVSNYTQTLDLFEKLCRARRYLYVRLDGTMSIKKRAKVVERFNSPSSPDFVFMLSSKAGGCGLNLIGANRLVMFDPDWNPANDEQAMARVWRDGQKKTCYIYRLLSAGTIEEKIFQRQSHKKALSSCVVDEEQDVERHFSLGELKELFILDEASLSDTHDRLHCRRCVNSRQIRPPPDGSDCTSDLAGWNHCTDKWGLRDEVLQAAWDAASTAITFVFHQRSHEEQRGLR
# esBAF inh = SWI/SNF esBAF complex inhibition | mouse ES cells, Bmi1-luciferase knock-in reporter, 24 h; 100% = twice the neutral-well signal | reporter increase, % at 12.5 µM | 350,000 compounds, 2% hits; in the data active means activation above about 40%; inconclusive means no clear call, values can overlap the other calls;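 further: 0% = median of the plate's neutral control wells and 100% = double that signal; a rise in the Bmi1 reporter signal indicates esBAF inhibition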
# Starred values were filed as active, the others as inactive; ? = inconclusive.
# Each structure is followed by: RAD54 inh, esBAF inh
> COc1ccc2c(c1)C(=O)N(c1ccccc1)C(=O)C2
→ 0, 4
> N#CC1=C(N)OC2=C(C(=O)CCC2)C1c1ccncc1 (centres undefined)
→ -10, -6
> CCCn1c(SCC(=O)Nc2cccc(NC(C)=O)c2)nnc1C(C)C
→ -4, -3
> COc1cc(OC)c(-c2nn3c(-c4ccco4)nnc3s2)cc1OC
→ ?, 21
> CCOC(=O)/C(C(C)=O)=C1\OC(=O)c2ccccc21
→ -1, 4
> COc1ccccc1N(CC(=O)Nc1cccnc1)S(C)(=O)=O
→ -4, -9
> CCSc1nc2c(c(=O)[nH]1)C(c1ccncc1)C(C(=O)OC(C)C)=C(C)N2 (centres undefined)
→ -15, -10
> Cc1nnc(-c2cnn(C)c2N)n1Cc1ccccc1
→ -3, 4
> O=C(CSC1=NC(=O)C(c2ccccc2)C(=O)N1)Nc1cccc(Cl)c1 (centres undefined)
→ 5, 2
> CN(C)S(=O)(=O)CC12CCC(CC1=O)C2(C)C (centres undefined)
→ -6, -9
> Cc1cc(C(=O)Nc2cccnc2Cl)on1
→ 9, -1
> COCCCNC(=O)c1c(N)n(-c2cccc(S(N)(=O)=O)c2)c2nc3ccccc3nc12
→ 14, -10
> Cc1cc(=O)n(CC(C)C)c(O)c1C#N
→ -12, 1
> C[C@@H]1C[C@H](O)c2cc(Cl)ccc2N1
→ 0, 7
> CCOc1ccc(OCC)c(NC(=O)c2[nH]c(C)c(C(C)=O)c2C)c1
→ -6, -4
> Cn1c(=O)c2c(n3cnnc13)-c1ccccc1CC21CCCC1
→ -3, 1
> Cc1ccc(C(OC(=O)c2ccco2)C(=O)NCc2cccs2)cc1 (centres undefined)
→ 2, -3
> Cc1ccc(S(=O)(=O)N2CCCC(NC(=O)N3CCN(c4ccccc4)CC3)C2)cc1 (centres undefined)
→ -3, 7
> COc1ccc(-n2cnnc2SCC(=O)NCc2cccs2)cc1
→ 8, 1
> O=C(CC(c1ccc(F)cc1)c1ccco1)N1CCOCC1 (centres undefined)
→ 2, 2
> CCCCC(C(=O)NC(=O)NCc1ccccc1)N1C(=O)c2ccccc2C1=O (centres undefined)
→ -14, -6
> CC(C)(C)n1nnnc1CN1CCSCC1
→ -13, -5
> Cc1ccc(OCc2ccc(C(=O)Nc3nc4ccccc4n3Cc3ccccc3)o2)c([N+](=O)[O-])c1
→ 2, 3
> O=C(Nc1ccc(O)cc1)c1cc(S(=O)(=O)N2CCCC2)ccc1Cl
→ -1, 4
> CCOC(=O)c1cccc(NC(=O)CSc2nc3ccccc3c(=O)n2CCOC)c1
→ -6, -2
> C=CCSc1nnc2c(n1)OC=Nc1ccc(Br)cc1-2
→ 1, -5
> CCO/C=C/C(=O)N(C)CCC#N
→ 7, -8
> Cc1ccc(S(=O)(=O)Cc2cc(F)c([N+](=O)[O-])cc2[N+](=O)[O-])cc1
→ -1, -3
> CCOc1ccc(S(=O)(=O)N2CCN(c3ccccc3OC)CC2)c2cccnc12
→ -1, -13
> CC(C)c1ccc(NC(=O)C2CC(=O)N=C(N)S2)cc1 (centres undefined)
→ 1, 4
> O=C(COC(=O)c1cccnc1Cl)c1ccc(Cl)cc1Cl
→ -12, 3
> Cc1oc(-c2ccccc2F)nc1CN1CCC(C(=O)NC2CCCCCCC2)CC1
→ -3, -1
> CCOc1ccc(C2C=C(c3ccc(F)cc3)Nc3ncnn32)cc1 (centres undefined)
→ -2, -3
> CS(=O)(=O)N(CC(=O)NCC1CCCO1)c1cc(Cl)ccc1Cl (centres undefined)
→ 4, -5
> CN(C(=O)CSc1nnc(Cc2ccccc2F)n1N)C1CCS(=O)(=O)C1 (centres undefined)
→ 8, 8
> NC(=O)C1CCN(C2OC(=O)c3ccccc32)CC1 (centres undefined)
→ -4, 5
> COCc1nnc(NC(=O)c2sc3ccccc3c2Cl)s1
→ -9, 51*
> CCc1ccc(N(C(=O)c2csnn2)C(C(=O)NC(C)(C)C)c2ccncc2)cc1 (centres undefined)
→ -4, 12
> Cc1ccc(NC(=O)CCCn2c(=O)[nH]c3ccsc3c2=O)cc1
→ -8, 10
> CCC(c1nnnn1C1CCCC1)N1CCN(Cc2ccccc2)CC1 (centres undefined)
→ -1, ?

# Part of the list above, field by field.
> CCOC(=O)c1cccc(NC(=O)CSc2nc3ccccc3c(=O)n2CCOC)c1
  RAD54 inh = -6
  esBAF inh = -2

> C=CCSc1nnc2c(n1)OC=Nc1ccc(Br)cc1-2
  RAD54 inh = 1
  esBAF inh = -5

> CCO/C=C/C(=O)N(C)CCC#N
  RAD54 inh = 7
  esBAF inh = -8

> Cc1ccc(S(=O)(=O)Cc2cc(F)c([N+](=O)[O-])cc2[N+](=O)[O-])cc1
  RAD54 inh = -1
  esBAF inh = -3

# Next part.
# Each structure is followed by: RAD54 inh, esBAF inh
> CCOc1ccccc1NC(=O)NC1(C(=O)N2CCN3CCCC3C2)CCCCC1 (centres undefined)
→ 1, 2
> CN(c1ccccc1C(=O)Nc1cccc(C(F)(F)F)c1)S(C)(=O)=O
→ -5, 1
> COc1ccccc1N1CCN(C(=O)C2C3C=CC4(CN(Cc5ccccc5Cl)C(=O)C24)O3)CC1 (centres undefined)
→ 4, 12
> CC(=O)c1ccc(NS(=O)(=O)c2cccc(C)c2)cc1
→ -2, ?
> COc1ccc2c(C)nc(Nc3nc(C)c(C)c(=O)[nH]3)nc2c1
→ 1, 176*
> Cc1nnsc1NC(=O)OCc1ccc(C(F)(F)F)cc1
→ -13, 2
> Cc1c(NC(=O)c2cnn3c2NC(c2ccccc2)CC3C(F)(F)F)c(=O)n(-c2ccccc2)n1C (centres undefined)
→ -7, -5
> Cc1cccc(NC(=O)CC2C(=O)NCCN2C(=S)Nc2ccccc2)c1 (centres undefined)
→ 0, -2
> O=C(CCCCCN1C(=O)c2ccccc2C1=O)NCc1ccccn1
→ -5, -1
> Cc1ccc(C=NCc2ccncc2)c(O)c1
→ 0, -7
> Cc1ccc(S(=O)(=O)NNC(=O)CCC(=O)Nc2ccccc2)cc1
→ 11, 3
> O=C(Cn1nnc(-c2ccc(OCc3ccccc3F)cc2)n1)N1CCOCC1
→ -14, 41*
> CCn1cc(/C=C(\NC(=O)c2ccccc2F)C(=O)N2CCOCC2)c2ccccc21
→ -3, -4
> COc1ccc(CC(=O)Nc2ccc(-c3cn4ccccc4n3)cc2)cc1
→ 2, 31
> CN(C(=O)c1ccccn1)C1(C(=O)NC2CCCCC2)CCCCC1
→ -9, -7
> CCC1S/C(=N/N=C/c2cccs2)NC1=O (centres undefined)
→ 1, 26
> COC(=O)COc1ccc(S(=O)(=O)N2CCOCC2)cc1
→ 2, -10
> O=C(Cc1cn2ccsc2n1)OCc1ccccc1
→ 7, 13
> O=c1[nH]c(S)nc2sc3c(c12)CCCC3
→ 1, -2
> COc1cccc2c(C)c(C(=O)O)[nH]c12
→ -8, -21

# Among those listed so far, these contain a nitro group on carbon.
# Each structure is followed by: RAD54 inh, esBAF inh
> Cc1ccc(OCc2ccc(C(=O)Nc3nc4ccccc4n3Cc3ccccc3)o2)c([N+](=O)[O-])c1
→ 2, 3
> Cc1ccc(S(=O)(=O)Cc2cc(F)c([N+](=O)[O-])cc2[N+](=O)[O-])cc1
→ -1, -3

# The list goes on:
# Each structure is followed by: RAD54 inh, esBAF inh
> COc1ccc(NS(=O)(=O)c2ccc(O)c(C(=O)OCC(=O)N3CC(C)OC(C)C3)c2)cc1 (centres undefined)
→ 4, -1
> Nc1cccc(C(=O)Nc2ccco2)c1
→ 7, 6
> Cc1noc(C)c1C(=O)NC(C)c1ccc2c(c1)OCO2 (centres undefined)
→ 0, -7
> CSc1cccc(NC(=O)CSc2ccccc2)c1
→ -14, 1
> Cc1cc(C)cc(NC(=O)CSc2nnc(-c3ccccc3Br)o2)c1
→ 4, -5
> COc1cc(C=O)ccc1OCc1c(C)noc1C
→ -10, -2
> CCC(C)[C@H](NC(=O)NCc1cccc(OC)c1)C(=O)O (some centres undefined)
→ 10, -1
> Cc1ccccc1CSc1nnc(-c2ccccn2)n1N
→ 5, 27
> CC(=O)c1c(C)[nH]c(C(=O)OCC(=O)N(C)C)c1C
→ -11, 2
> CO/N=C(/C(=O)N[C@@H]1C(=O)N2C(C(=O)O)=CCS[C@H]12)c1cnc(N)s1
→ -9, 2
> Cc1ccc(S(=O)(=O)NC2=NCN(CCOC(=O)c3ccc([N+](=O)[O-])cc3)CN2)cc1
→ 8, -7
> Cc1ccc(C(NC(N)=O)c2ccccc2)cc1 (centres undefined)
→ 0, 0
> O=C(CC(NS(=O)(=O)c1ccc(Cl)cc1)c1ccco1)NCc1ccco1 (centres undefined)
→ 0, -2
> COc1cc(COCC(O)CN2CCOCC2)cc(OC)c1OC (centres undefined)
→ -4, -13
> O=C(NCCCN1CCCCC1)c1ccc2c(=O)n(CCc3ccccc3)c(=O)[nH]c2c1
→ 9, 11
> CC(=O)Nc1cc(-c2nn(C)c(=O)c3ccccc23)ccc1N1CCCCC1
→ 1, 2
> O=C(CC1(O)C(=O)N(Cc2cccc3ccccc23)c2ccccc21)c1cccnc1 (centres undefined)
→ 1, -3
> Cc1ccc(-c2nc3cc(N)ccc3o2)cc1
→ 11, -20
> O=C(Nc1ccccc1)N1CC=C(c2ccc(F)cc2)CC1
→ -1, 61*
> Cc1ccc(-c2nnc(SCC(=O)Nc3nccs3)n2N)cc1
→ 2, 30
> Cc1ccc(S(=O)(=O)n2nc(OC(=O)C3CCCCC3)cc2N)cc1
→ -5, 4
> O=C(OCn1nnc2ccccc2c1=O)c1cccnc1
→ -3, -5
> Cc1c(NC(=O)C2(C)CCCCC2)c(=O)n(-c2ccccc2)n1C
→ 9, 2
> Cc1c(N2C(=O)CS/C2=N\N=C\c2ccc(Cl)cc2)c(=O)n(-c2ccccc2)n1C
→ 0, -5
> COC(=O)C1=C(C)OC(N)=C(C#N)C1c1cc(OC)ccc1OC (centres undefined)
→ -9, -3
> COC(=O)C1=C(C)Nc2ncnn2C1c1ccc(OCc2ccccc2)cc1 (centres undefined)
→ 9, 2
> CCCC1(C(=O)OCC)NC(c2ccc(N(C)C)cc2)C2C(=O)N(c3ccccc3)C(=O)C21 (centres undefined)
→ -17, -4
> Cn1ncc2nnn(-c3ccccc3)c(=O)c21
→ 6, 10
> CC(NC(=O)c1cc(-c2ccc(Br)cc2)on1)c1ccccc1 (centres undefined)
→ -8, 3
> Cc1nc2ccc(N=NC3=C(O)CCCC3=O)cc2s1
→ -16, 5
> CC1CCCN(C(=O)CSc2nnc(-c3cccnc3)n2C2CCCCC2)C1 (centres undefined)
→ 6, 1
> Cc1ccc(NC(=O)Cn2cncc2-c2ccc([N+](=O)[O-])cc2)cc1C
→ 3, -6
> CCCc1nc(-c2ccc(-c3ccc(F)cc3)cc2)no1
→ 2, 58*
> Cn1c(SCC(=O)Nc2ccc3c(c2)oc2ccccc23)nnc1-c1ccccc1
→ -1, 9
> Cc1cc(C)nc(N2CCCC(C(=O)Nc3ccc4nc(C)c(C)nc4c3)C2)n1 (centres undefined)
→ 1, 4
> Cn1c(SCc2cc(=O)n3cc(Br)ccc3n2)nnc1C1COc2ccccc2O1 (centres undefined)
→ -7, -6
> O=C(NCc1ccco1)C1CCCN(S(=O)(=O)c2ccc(Cl)cc2)C1 (centres undefined)
→ 7, 7
> CCOC(=O)C(C)c1nn(C)c(=O)c2ccccc12 (centres undefined)
→ -2, 8
> CN(Cc1ccccc1)C(=O)C1CCN(Cc2ccc(F)cc2)CC1
→ -1, 0
> Cc1cccc(N2CCN(C(=O)C(C)n3nc(C)n4c(cc5occc54)c3=O)CC2)c1C (centres undefined)
→ -4, 6
> CC(C)Sc1nnc([C@H](C)NC(=O)OC(C)(C)C)o1
→ 6, -6
> COc1ccc(NC(=O)CN2CCCC(C)C2)c([N+](=O)[O-])c1 (centres undefined)
→ 0, -1
> CCOCCCNC(=O)C1CCN(S(=O)(=O)N2CCCCC2)CC1
→ -1, -1
> COc1ccc(OC)c(-c2nnc(SCC(=O)N3CCCc4ccccc43)o2)c1
→ 1, 0
> O=C1CSC(c2cn(-c3ccccc3)nc2-c2ccccc2)N1Cc1ccco1 (centres undefined)
→ 2, -2
> O=C(Nc1ccccn1)c1cccc(S(=O)(=O)N2CCCCC2)c1
→ -5, 9
> COc1ccc(OC)c2sc(N3CCN(c4ccccc4)CC3)nc12
→ 9, -9
> COc1ccc(/C=C/C(=O)Oc2ccc(/C=N/NC(=O)COc3c(C)cccc3C)cc2)cc1
→ 0, 3
> Nc1c(C(=O)Nc2nc3ccccc3s2)sc2nc(-c3cccs3)ccc12
→ -8, -13
> O=C(Nc1ccccc1)N(CCCN1CCOCC1)Cc1ccccc1F
→ 0, -2
> COC(=O)c1ccc(CN2C(=O)c3ccccc3S2(=O)=O)cc1
→ -8, 10
> O=C(Nc1cccnc1)C1CC(c2ccc(Cl)c(Cl)c2)=NO1 (centres undefined)
→ -10, -4
> CCCc1nc(C)c(-c2ccc(OC)c(OC)c2)c(=O)[nH]1
→ -6, -11
> CCOC(=O)c1cccc(NC(=O)CCc2nc(-c3ccccc3F)no2)c1
→ -3, -3
> Cn1c(=O)[nH]c(=O)c2c1ncn2CCN1CCCCC1
→ 7, -13
> CC(=O)Nc1ccc(SCC(=O)N(CCC#N)c2ccc(C)cc2)cc1
→ 4, 0
> Cc1ccc(C)c(-n2c(SCC(=O)Nc3nnc(C)s3)nnc2-c2ccoc2C)c1
→ -13, -9
> O=C(CCc1ccccc1)N1CCN(c2ccc(Cl)cc2)CC1
→ 3, -4
> O=C(CCNS(=O)(=O)c1ccc(Br)cc1)NCc1ccc2c(c1)OCO2
→ 5, 4
> O=C(CSc1ccccc1C(=O)NCCCN1CCCC1=O)NCc1ccco1
→ 4, 4
> O=C(CCNC(=O)Cn1cnc2ccccc2c1=O)NCC1COc2ccccc2O1 (centres undefined)
→ -15, -7
> Cc1ccc(C(=O)CSc2nnc(-c3ccco3)o2)o1
→ -3, 30
> CCOC(=O)c1c(NC(=O)CSc2n[nH]c(-c3ccco3)n2)sc(C)c1C
→ -5, 1

# High-throughput results from PubChem.

# A portion of the library. The share of hits here may be higher or lower than overall.
